# RMI-FANCM inh: blocks RMI1/RMI2 complex binding to FANCM MM2 peptide | Fluorescence polarization, RMI core complex with F-MM2 peptide; stronger effect = lower value | actives 0.58% (n = 70,000) | FP signal (polarization) at 33 µM; in the data active means FP signal below about 40; further: inactives centre near 61; strong numbers were not always called active; unit not given here
# An asterisk follows results filed as active.
RMI-FANCM inh | Structure
61 | CCOc1cn(C)c(C(=O)Nc2ccc(C)c(Cl)c2)cc1=O
54 | O=C(Nc1ccc2ncsc2c1)c1ccc(Br)s1
65 | c1cc[n+]2cc3n(c2c1)Cc1c[n+]2ccccc2n1C3
67 | CS(=O)(=O)Nc1ccc2c(c1)N(C(=O)c1ccco1)CC2
68 | CCOC(=O)C(C)Sc1ccc(NC(=O)c2ccco2)nn1 (centres undefined)
67 | CC(=O)c1csc(COc2ccccc2)n1
76 | O=C(Cc1csc(NC(=O)C2CCC(=O)N2)n1)Nc1ccc2c(c1)OCCO2 (centres undefined)
56 | O=S(=O)(c1cccc(F)c1)N1CCN(c2ccccc2F)CC1
59 | O=S(=O)(c1ccccc1)N1CCC(c2nc(-c3cccc(Cl)c3)no2)CC1
67 | COc1ccc(NC(=O)CN2CCC(C(=O)NC3CCN(Cc4ccccc4)CC3)CC2)c(OC)c1
57 | O=C(O)C(NC(=O)c1ccc(Cl)cc1)=C(Cl)Cl
54 | O=C(NCc1ccc(F)cc1)C(=O)NCC(c1ccco1)N1CCOCC1 (centres undefined)
52 | CC(=O)N1CCC(C(=O)O/N=C(/N)c2ccc(Cl)cc2)CC1
49 | Cc1cccc(C2CN(C)CCc3c2cc(O)c(O)c3Cl)c1 (centres undefined)
68 | Cc1csc(NC(=O)CSc2ccc(NC(=O)C3CC3)nn2)n1
59 | COc1cccc2cc(-c3nnc(-c4ccc([N+](=O)[O-])cc4)o3)c(=O)oc12
59 | CC(=O)Nc1sc(SCC(=O)NC2CC2)nc1-c1ccccc1
68 | Cc1nc2c(ccc3nc(NC(=O)CCSc4ccccc4)sc32)s1
62 | COC(=O)c1sc(C(C)(C)C)cc1CSc1ccccn1
63 | O=S(=O)(c1ccc(Oc2ccccc2Cl)cc1)N(CC(F)(F)F)c1ccccc1
65 | CS(=O)(=O)N1CCCC1C(=O)Nc1c(C(N)=O)oc2ccccc12 (centres undefined)
58 | CCS(=O)(=O)c1nc2ccccc2n1CC(=O)N1CCCCC1
70 | CCOc1ccc2nc(Cl)c(/C=C/C(=O)c3ccco3)cc2c1
75 | C=CCn1c(SCC(=O)c2ccc(C)c(C)c2)nc2scc(-c3ccc(C)o3)c2c1=O
79 | O=C(Nc1ccc(SCCN2CCCCCC2)nn1)c1cccs1
50 | C=CCn1c(=S)sc2c(C(C#N)C#N)ncnc21
62 | O=C(CSc1ccccc1)N1CCC(n2cccc2)CC1
49 | COc1cccc(C(CNC(=O)C2CCCCC2)N2CCOCC2)c1 (centres undefined)
86 | Cc1cc(NC(=O)c2ccccc2S(C)(=O)=O)n(-c2nc3ccccc3s2)n1
67 | Cn1ccc2c(O)cccc2c1=O

# Quoted at random: 6 entries already listed
RMI-FANCM inh | Structure
57 | O=C(O)C(NC(=O)c1ccc(Cl)cc1)=C(Cl)Cl
65 | c1cc[n+]2cc3n(c2c1)Cc1c[n+]2ccccc2n1C3
68 | Cc1csc(NC(=O)CSc2ccc(NC(=O)C3CC3)nn2)n1
59 | COc1cccc2cc(-c3nnc(-c4ccc([N+](=O)[O-])cc4)o3)c(=O)oc12
49 | Cc1cccc(C2CN(C)CCc3c2cc(O)c(O)c3Cl)c1 (centres undefined)
59 | CC(=O)Nc1sc(SCC(=O)NC2CC2)nc1-c1ccccc1

# Gathered by group: those above containing fluorine
RMI-FANCM inh | Structure
56 | O=S(=O)(c1cccc(F)c1)N1CCN(c2ccccc2F)CC1
54 | O=C(NCc1ccc(F)cc1)C(=O)NCC(c1ccco1)N1CCOCC1 (centres undefined)
63 | O=S(=O)(c1ccc(Oc2ccccc2Cl)cc1)N(CC(F)(F)F)c1ccccc1

# Next section
RMI-FANCM inh | Structure
74 | Cc1ccc(C)c(S(=O)(=O)Nc2cccc(-c3nc4ccccc4s3)c2)c1
59 | O=[N+]([O-])c1ccc(Oc2ccc(F)cc2)cc1
62 | Cc1ccccc1-c1ccc(N2CCC(C(=O)NCc3cccnc3)CC2)nn1
67 | O=C(NC(=S)Nc1ccc(S(=O)(=O)N2CCOCC2)cc1)c1cccc(Cl)c1
62 | COCCNC(=O)c1ccccc1-c1ccccc1C(N)=O
78 | COC(=O)Cn1c(=NC(=O)CCS(=O)(=O)c2ccccc2)sc2c(OC)ccc(OC)c21
60 | O=C(CCSc1ccc(F)cc1)Nc1nc(-c2ccc3c(c2)OCCO3)cs1
82 | COc1ccc(NC(=O)Cn2c(C)cc(C)c(-c3nc(-c4cccc(Cl)c4)no3)c2=O)cc1OC
60 | Cc1nnc(SCC(=O)Nc2ccc3c(c2)OCO3)c2c1cnn2-c1ccc(F)cc1
51 | COc1cc(C(=O)NCC(c2ccco2)N(C)C)c([N+](=O)[O-])cc1OC (centres undefined)
68 | O=C(CN1C(=O)c2ccccc2C1=O)Nc1nc2c(cc3c4c(cccc42)CC3)s1
66 | COC(=O)Cn1nc(C)c2cnn(-c3ccccc3)c2c1=O
61 | COC(=O)/C(=C\c1cccnc1)NC(=O)c1ccc(OCc2ccccc2)cc1
62 | O=C(COC(=O)c1cccc(I)c1)c1ccc(-n2nncc2-c2ccccc2)cc1
72 | O=C(NCCN1CCOC(c2ccccc2)C1)C(=O)NCc1ccccc1 (centres undefined)
56 | OC(COCc1ccccc1)Cn1c2ccccc2c2ccccc21 (centres undefined)
61 | O=C(/C=C/c1cccs1)Oc1ccc(Cl)cc1
54 | Cc1onc(-c2ccccc2)c1N
61 | CCOc1ccc(OCCNC(=O)c2sc(-c3ccccc3)nc2C)cc1
54 | COc1ccccc1N1CCN(CCCCNS(=O)(=O)c2ccc(C)cc2)CC1
65 | Cn1c(SCC(=O)Nc2nc3ccccc3s2)nnc1-c1ccc(=O)n(C)c1
96 | O=c1c2cc(-c3cccs3)nn2ccn1Cc1nc(-c2ccc(F)cc2)no1
67 | COc1ccc(CCNC(=O)CC2CSc3nc4c(c(=O)n32)CCC4)cc1OC (centres undefined)
62 | Cc1nc(-n2nc(-c3cccs3)cc2NC(=O)CSCc2ccccc2)[nH]c(=O)c1C
52 | O=C(c1c(F)cccc1F)N(C(=O)N1CCCCC1)c1ccccc1
71 | CCCNC(=O)c1ccc2c(=O)n(-c3ccc(OC)cc3)c(SCC(=O)CC(=O)OC)nc2c1
62 | CCOC(=O)N1CCN(C(=O)CSCC(=O)N=c2sc3cc(OC)ccc3n2C)CC1
60 | COc1cc(C(CC(=O)c2ccc(Cl)cc2)Sc2ccccc2)cc(OC)c1OC (centres undefined)
64 | Cc1nc(SCc2ccccc2F)[nH]c(=O)c1CC(=O)NCc1ccco1
64 | O=C(COc1ccccc1)N1CCN(c2ccc(-c3ccc(F)cc3)nn2)CC1
64 | CCOC(=O)Cn1c(=NC(=O)c2ccnn2C)sc2cc(OC)c(OC)cc21
57 | Cc1ccc([N+](=O)[O-])cc1NC(=O)CC1Sc2ccccc2NC1=O (centres undefined)
60 | O=C(Nc1cccc(N2CCCCC2=O)c1)c1cccc([N+](=O)[O-])c1
62 | CC(NC(=O)C1CCN(c2ncnc3c2sc2ncccc23)CC1)c1ccccc1 (centres undefined)
54 | CC(=O)CSc1nc(C(C)=O)ccc1C#N
74 | COc1cc(Cl)c(C)cc1NC(=O)CSc1nc2c(-c3ccccc3)csc2c(=O)n1C
52 | COC(=O)c1ccc(Oc2ccc(C3SCCS3)cc2)o1
56 | Cc1cc(NC(=O)Cn2c(=O)n(-c3ccc(F)cc3)c(=O)c3oc4ccccc4c32)no1
73 | Fc1ccc(CSc2nnc(Cc3ccccc3)o2)cc1
61 | O=C(NCCN1CCN(c2ccc(F)cc2)CC1)C12CC3CC(CC(C3)C1)C2
60 | Cc1cc(N=Cc2ccccc2O)no1
63 | O=c1cc(Sc2ccc(Cl)cc2)c2ccccc2o1
55 | COc1c(Br)cc([N+](=O)[O-])c(OC)c1C(=O)NC(=O)Nc1nc(C)cc(C)n1
65 | O=C(Nc1nnc(SCc2ccc(Br)cc2)s1)c1c(F)cccc1Cl
66 | COc1cccc2cc(-c3nnc(NC(=O)CCCS(=O)(=O)c4ccc(F)cc4)o3)oc12
69 | O=C(NCCNC(=O)c1ccccc1Cl)c1ccc(NC(=O)C2CC2)cc1
52 | N#Cc1ccc(-c2csc(NC(=O)c3cccc(NS(=O)(=O)c4ccc(Cl)cc4)c3)n2)cc1
63 | CN(C)S(=O)(=O)c1ccc(C(=O)Nc2nnc(-c3cccc(S(C)(=O)=O)c3)o2)cc1
56 | CC1C(=O)N2CCCc3cc(NC(=O)C(=O)NC4CC4)cc1c32 (centres undefined)
54 | Cc1nn(-c2ccccc2)nc1C(=O)c1c(C)[nH]n(-c2ccccc2)c1=O
63 | COc1ccc(OCC(=O)N/N=C\c2ccc(C)cc2)cc1
69 | Cc1ccc2[nH]c3c(=O)n(CCC(=O)Nc4ccc(C)c(C)c4)cnc3c2c1
61 | O=C(NCCOCCOCCNC(=O)Nc1ccccc1)Nc1ccccc1
100 | CCCN1CCCc2cc(CCNC(=O)C(=O)Nc3ccc(OCC)cc3)ccc21
60 | O=C(CSc1nnc(-c2csc3c2CCCC3)o1)Nc1ccccc1
60 | CC(=O)N1CCN(S(=O)(=O)c2cccc(C(=O)NCc3ccco3)c2)CC1
62 | CCOCCn1c(=NC(=O)/C=C/c2ccccc2Cl)sc2cc(C)ccc21
51 | O=Cc1cncc2c(Cl)[nH]nc12
58 | O=C(Oc1ccccc1Cl)c1cc(-c2ccccc2)nc2ccccc12
95 | COc1ccc(C)c2sc(N(CCN(C)C)C(=O)c3ccc(S(=O)(=O)N4CCCCC4C)cc3)nc12 (centres undefined)

# Further compounds
RMI-FANCM inh | Structure
64 | CCc1ccc(N(C)S(=O)(=O)c2ccsc2C(=O)Nc2ccc(Oc3ccccc3)cc2)cc1
78 | O=C(Nc1ccccc1-c1nc2ccccc2s1)C1CCCCC1
55 | CC(C)S(=O)(=O)c1nnn(-c2cc(Cl)cc(Cl)c2)c1N
68 | Cn1ccc(C(=O)Nc2nnc(-c3ccno3)o2)n1
63 | COc1ccc(-n2ccn(CC(=O)Nc3ccc(OC)c(Cl)c3)c2=O)cc1
94 | CCOc1ccc(NC(=O)CCc2nc3sc4c(c3c(=O)[nH]2)CCCC4)cc1
71 | O=C(CCSc1ccc(Cl)cc1)N1CCC(c2nc3ccccc3s2)CC1
58 | Cc1nc2ccccc2n1CC(O)COc1ccc(C(=O)c2ccccc2)cc1 (centres undefined)
65 | Cc1cs/c(=N/N=C2CCCCC2)n1Cc1ccco1
63 | Cc1cc(=O)n2c(-c3cccc(NC(=O)Nc4ccc(F)c(F)c4)c3)csc2n1
58 | CCOC(=O)c1sc2ncn(/N=C\N(C)C)c(=O)c2c1C
59 | O=C(CSc1nnc(NC(=O)c2cccs2)s1)NCc1ccccc1Cl
69 | COc1cccc(OCC(=O)NCC(c2ccsc2)N2CCCC2)c1 (centres undefined)
75 | COCCN1CCC(CNC(=O)C(=O)Nc2ccc(C)c(F)c2)CC1
64 | CC(C)S(=O)(=O)Nc1ccc2c(c1)CN(S(=O)(=O)c1ccccc1)CC2
60 | COC(=O)c1ccc(Cl)cc1N(CCCC#N)S(=O)(=O)c1ccc(OC)c(OC)c1
67 | C=CCN1C(=O)C(C)(C)COc2ccc(NC(=O)c3ccccc3OCC)cc21
54 | COc1ccc(NC(=O)CCOc2ccccc2)cc1
68 | CCOc1ccc(/C=C2\SC(=S)N(CC(=O)Nc3ncc(Cc4cccc(C(F)(F)F)c4)s3)C2=O)cc1
57 | Cc1ccc(C(=O)NNC(=O)c2ccc(=O)n(Cc3ccc(Cl)cc3)c2)cc1C
61 | CCOC(=O)C1CCN(CC(O)COC(CC)c2ccccc2)CC1 (centres undefined)
63 | O=S(=O)(NCCOc1ccccc1)c1cccc(Cl)c1
67 | CSc1ccc(NC(C)=O)nn1
65 | COc1ccc(-c2csc3c(=O)[nH]cnc23)cc1
57 | O/N=C\Cc1[nH]c2ccccc2c1-c1ccccc1
69 | Cn1cccc1/C=N\O
63 | COc1ccc(NC(=O)C(C)Oc2ccc(Oc3ccc(C(F)(F)F)cc3)cc2)cc1 (centres undefined)
53 | N#CC(=C1SCCS1)c1ccc([N+](=O)[O-])cc1
56 | CC(=O)Nc1ccccc1OCCN(Cc1ccccc1)C(=O)c1ccc(Cl)cc1
76 | O=C(c1ccc(CNS(=O)(=O)c2cccc(C(F)(F)F)c2)cc1)N1CCOCC1
65 | CCn1nc(C(=O)Nc2nc(-c3ccc(Cl)c(Cl)c3)cs2)cc1C
72 | CC(C)CCN1C(=O)C(C)(C)COc2ccc(NC(=O)c3cccs3)cc21
61 | Cc1c(C(=O)O)cc(C(C)(C)C)n1CCSCCO
76 | Cc1ccc(NC(=O)CSc2ccc(NC(=O)C(C)C)nn2)cc1Cl
64 | Cc1cc(C)nc(NS(=O)(=O)c2ccc(NC(=O)Cc3ccccc3)cc2)n1
69 | CCN1CCCc2cc(CCNC(=O)C(=O)NCCN3CCOCC3)ccc21
68 | COc1ccc(N2CCN(CCNC(=O)c3ccccc3C)CC2)cc1
53 | COC(=O)c1scc(C#N)c1N=NC(C(C)=O)=C(C)O
57 | O=C1OC(c2cccc([N+](=O)[O-])c2)=N/C1=C/c1cccc([N+](=O)[O-])c1
74 | Cc1ccc2sc(N(CCN(C)C)C(=O)CCc3ccccc3)nc2c1C
82 | Cc1nc(SCc2ccc(F)cc2)[nH]c(=O)c1CC(=O)N1CCN(c2ccccc2Cl)CC1
107 | CN(C)c1ccc(/C=N/Nc2nc3c(c(=O)n(C)c(=O)n3C)n2C/C=C\c2ccccc2)cc1
64 | CCOc1cn2c(cc1=O)C(=O)N(CCNC(=O)c1ccc(Cl)cc1)CC2
53 | O=C(NCCCN1CCOCC1)C(=O)NCc1cccs1
56 | COc1cc2ccccc2cc1C(=O)N1CCNC(=O)C1(C)C
62 | Cc1cc(Nc2ccccc2)n(-c2ccccc2)n1
60 | C=C=CSc1nnc(-c2ccc(OC)c(OC)c2)n1-c1ccccc1
65 | O=C(NCC1CN(c2ccccc2)C(=O)O1)C1CCCCC1 (centres undefined)
67 | COc1ccc(CCNC(=O)Cc2csc(Nc3ccccc3)n2)cc1

# Another view of five compounds above.
molecule | RMI-FANCM inh
O=S(=O)(NCCOc1ccccc1)c1cccc(Cl)c1 | 63
CSc1ccc(NC(C)=O)nn1 | 67
COc1ccc(-c2csc3c(=O)[nH]cnc23)cc1 | 65
O/N=C\Cc1[nH]c2ccccc2c1-c1ccccc1 | 57
Cn1cccc1/C=N\O | 69

# Only part of the results is shown. The share of hits here may be higher or lower than overall.
